From PubChem
Mdm2-MdmX inh – inhibitors of human Mdm2-MdmX association, primary screen, cell-based, luminescence, split luciferase, SaOS-2, uHTS; SaOS-2 split-luciferase Mdm2/MdmX complementation; 3% of 330,000 active; inhibition, % at 8 µM; Protein Mdm4 (Homo sapiens) + E3 ubiquitin-protein ligase Mdm2 (Homo sapiens), …;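 active = inhibition of at least 50% at 8 µM in the primary screen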
Target sequence (O15151 whole entry, looked up): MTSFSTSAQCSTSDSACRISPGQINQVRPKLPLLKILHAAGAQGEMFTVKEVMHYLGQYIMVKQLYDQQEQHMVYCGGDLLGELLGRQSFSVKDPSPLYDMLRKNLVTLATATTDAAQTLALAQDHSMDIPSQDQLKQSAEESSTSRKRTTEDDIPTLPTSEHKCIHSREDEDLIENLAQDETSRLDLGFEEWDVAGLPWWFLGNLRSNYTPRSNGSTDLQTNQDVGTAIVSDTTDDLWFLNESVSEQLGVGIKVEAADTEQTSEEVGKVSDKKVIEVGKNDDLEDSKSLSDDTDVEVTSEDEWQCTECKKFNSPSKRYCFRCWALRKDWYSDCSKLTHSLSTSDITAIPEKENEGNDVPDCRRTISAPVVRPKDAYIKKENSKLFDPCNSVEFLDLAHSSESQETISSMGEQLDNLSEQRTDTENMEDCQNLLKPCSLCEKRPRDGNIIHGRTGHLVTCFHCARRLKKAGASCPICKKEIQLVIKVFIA
Target sequence (Q00987 whole entry, looked up): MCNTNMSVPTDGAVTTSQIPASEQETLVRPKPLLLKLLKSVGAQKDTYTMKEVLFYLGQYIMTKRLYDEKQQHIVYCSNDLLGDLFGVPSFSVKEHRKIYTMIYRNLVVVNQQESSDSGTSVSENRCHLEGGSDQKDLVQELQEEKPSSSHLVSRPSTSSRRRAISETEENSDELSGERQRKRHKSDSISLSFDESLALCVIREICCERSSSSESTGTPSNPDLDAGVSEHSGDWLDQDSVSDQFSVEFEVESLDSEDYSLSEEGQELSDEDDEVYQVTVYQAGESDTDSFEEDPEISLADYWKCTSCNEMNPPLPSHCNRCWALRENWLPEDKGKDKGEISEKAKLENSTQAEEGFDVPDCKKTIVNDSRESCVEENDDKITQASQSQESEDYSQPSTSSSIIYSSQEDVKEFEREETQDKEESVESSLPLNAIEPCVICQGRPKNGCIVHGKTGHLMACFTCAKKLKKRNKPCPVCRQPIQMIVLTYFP
Gli-Sufu block – Gli-Sufu pathway antagonists, primary screen, luciferase luminescence, Sufu-KO-LIGHT cells, uHTS. Sufu-KO-LIGHT fibroblasts, Gli luciferase reporter luminescence. inhibition, % at 5 µM. 0.74% of 340,000 active. AID 588413, 2011;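 active = inhibition above about 55%, limit read from the data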;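 also: 0% = DMSO-treated cells and 100% = wells with medium but no cells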
CCR6 antag – CCR6 receptor antagonists, primary screen, cell-based, CHO-K1, luminescence, beta-arrestin, uHTS | 0.49% of 340,000 active | CHO-K1 CCR6 PathHunter beta-arrestin, CCL20-stimulated | inhibition, % at 20 µM | AID 493098, 2011 | C-C chemokine receptor type 6 (Homo sapiens), P51684;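 active = compounds whose inhibition of the agonist-driven luminescence signal at 20 µM reaches about 50%, limit read from the data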;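 also: cells stimulated with CCL20 at 14 nM final; plate controls were DMSO with CCL20 for no effect and DMSO without agonist for full effect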
697 NFkB inh – inhibitors of PMA/ionomycin-induced NF-kB reporter, 697 cells, primary screen, B-cell NF-kB inhibitor project, cell-based, luminescence, uHTS. 0.33% of 330,000 active. AID 435022, 2010. 697 B-cell NF-kB luciferase reporter, 16 h. inhibition, % at 4 µM; in the data active = inhibition above about 35%
CXCR6 inh – CXCR6 receptor inhibitors, primary screen, cell-based, beta-arrestin, luminescence, CHO-K1 PathHunter, 1536-well; inhibition, % at 20 µM; C-X-C chemokine receptor type 6 (Homo sapiens), O00574; 0.36% of 360,000 active; in the data active = inhibition above about 34%, passing the limit was not always enough;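 also: antagonist mode with CXCL16 agonist at 10 nM final; 0% = 10 nM CXCL16 with DMSO and 100% = unstimulated wells without agonist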
UPR XBP1 act – activators of adaptive XBP1 UPR arm, primary screen, cell-based, CHO-XBP1 luciferase reporter, luminescence, uHTS; IRE1-XBP1 UPR activation; percent of tunicamycin response, DMSO as zero; activation, % at 20 µM; 0.33% of 330,000 active;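 active = versus positive control, 20 µM dose yields 30% or more activation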;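 also: 100% = tunicamycin at 10 µg/mL and 0% = DMSO only wells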
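Signal: luciferase luminescence; Assay system: CHO-XBP1 luciferase reporter cells; Amount: one thousand reporter cells per well; Dosing: 20 µM single concentration, DMSO 1%; Benchmarks: high control tunicamycin 10 µg/mL final, low control DMSO vehicle only; Schedule: 6 h compound exposure at 37 °C, 5% CO2; Evaluation: percent activation relative to tunicamycin reference.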
CHOP UPR activ – activators of apoptotic CHOP UPR arm, primary screen, cell-based, CHO-CHOP luciferase reporter, luminescence, uHTS; UPR activation; percent of tunicamycin response over DMSO baseline; activation, % at 10 µM; 0.34% of 330,000 active;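 active = at 10 µM dose, activation of 40% or more, normalized to positive control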;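 also: 100% = tunicamycin at 10 µg/mL and 0% = DMSO alone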
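System: CHO-CHOP luciferase reporter cell line; amount: 500 cells/well; buffer or medium: F12 medium containing 10% fetal bovine serum; incubation: 6 h compound exposure at 37 °C after overnight seeding; measured by: luciferase luminescence after 10 min with Steady-Glo reagent; evaluation: % reporter activation, DMSO baseline versus tunicamycin full activation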
EBI2 block – EBI2 receptor antagonists, beta-arrestin recruitment, primary screen, cell-based, luminescence, 7a,25-OHC stimulation, uHTS. G-protein coupled receptor 183 (Homo sapiens), P32249. 7a,25-OHC stimulated. inhibition, % at 5 µM. 0.81% of 360,000 active. AID 651636, 2012; in the data active = inhibition above about 38%;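 also: enzyme fragment complementation signal reports receptor beta-arrestin coupling in cells; 0% = agonist plus DMSO wells and 100% = wells without agonist; some results beyond the cut were filed as inactive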
Jurkat NFkB inh – inhibitors of induced NF-kB luciferase reporter, primary screen, TCR NF-kB activation inhibitor project, cell-based, luminescence, uHTS; AID 435003, 2010; inhibition, % at 4 µM; Jurkat, PMA/ionomycin-induced NF-kB luciferase reporter; 0.53% of 330,000 active; in the data active = inhibition above about 50%
Active calls of the source: *; / = not tested or not shown.

SMILES	Mdm2-MdmX inh	Gli-Sufu block	CCR6 antag	697 NFkB inh	CXCR6 inh	UPR XBP1 act	CHOP UPR activ	EBI2 block	Jurkat NFkB inh
COc1ccc(-c2csc3ncnc(N4CCN(c5ccc(OC)cc5)CC4)c23)cc1	34	23	6	-47	2	-6	0.6	17	2
Cc1nc2ccc(S(=O)(=O)Nc3cc(-c4nc5cccnc5s4)ccc3C)cc2s1	-30	3	0	-70	-10	4	4.0	-6	-53
Brc1ccccc1CN1CCC(Cc2ccccc2)CC1	-2	7	23	8	5	-5	0.1	3	5
O=C1N/C(=C/c2ccc(N3CCCC3)cc2)C(=O)N1c1ccccc1	3	-22	7	-53	-1	0	12	0	-51
O=C(NNS(=O)(=O)c1ccc(F)cc1)c1ccc(S(=O)(=O)N2CCCCC2)cc1	2	0	-2	6	-1	-1	1.3	-2	13
CCn1c(SCC(=O)NCc2ccco2)nc2ccccc2c1=O	1	2	-2	7	3	1	-0.5	-2	-1
O=C(Nc1ccncc1)c1cc(S(=O)(=O)N2CCN(c3ccccc3)CC2)ccc1Cl	48	17	3	-18	-11	-4	-1.4	11	14
Cc1[nH]n(-c2ccccc2)c(=O)c1CCOC(=O)c1cccc(C(F)(F)F)c1	-7	4	2	0	1	-2	-1.1	0	-9
O=C(Cn1c(=O)c2cccn2c2cccnc21)N1CCN(c2ccccc2F)CC1	8	-1	-1	10	5	-5	-0.4	-5	17
NC(N)=N/N=C/c1ccc(Cl)c([N+](=O)[O-])c1	-3	-2	-5	5	-11	-1	-0.8	-11	2
Cc1cc2n(n1)C(c1ccsc1)Nc1ccccc1-2 (stereo not drawn)	-11	-1	-16	-5	-12	1	-1.4	6	-16
CC(Nc1cccc(F)c1)C(=O)Nc1ccc(S(N)(=O)=O)cc1 (stereo not drawn)	10	-4	-4	10	-11	5	1.9	7	3
O=C(CN1C(=O)CCS(=O)(=O)c2ccccc21)Nc1ccccc1F	3	18	15	1	0	-2	0.6	-4	3
COCCSc1ccccc1C(=O)Nc1ccc2c(c1)OCCO2	-27	-2	2	-44	-7	-3	1.6	-5	-15
CCOC(=O)C1CCN(CC(=O)Nc2cc(C)nn2-c2nc3ccccc3s2)CC1	22	14	4	8	12	-1	-1.2	55*	23
COc1ccc(N=C2SC(C(=O)O)CC(=O)N2C)cc1 (stereo not drawn)	11	-13	4	0	-3	-3	-2.7	-2	1
c1ccc(-n2nnnc2-c2cccc3ccccc23)cc1	/	-8	10	/	10	/	/	-2	/
O=C(Nc1nnc(CCS(=O)(=O)c2ccc3ccccc3c2)s1)c1ccc([N+](=O)[O-])cc1	-4	-4	6	4	2	-2	0.5	-13	13
COc1ccccc1NC(=O)c1cc2c(s1)-c1ccccc1S(=O)(=O)C2	31	0	4	30	0	-2	1.1	-4	14
CN(Cc1cnccn1)C(=O)CC1C(=O)NCCN1Cc1ccc(F)cc1Cl (stereo not drawn)	18	10	-4	-5	6	-2	1.9	-4	-8

Retrieved one by one from the list above:
SMILES	Mdm2-MdmX inh	Gli-Sufu block	CCR6 antag	697 NFkB inh	CXCR6 inh	UPR XBP1 act	CHOP UPR activ	EBI2 block	Jurkat NFkB inh
Cc1nc2ccc(S(=O)(=O)Nc3cc(-c4nc5cccnc5s4)ccc3C)cc2s1	-30	3	0	-70	-10	4	4.0	-6	-53
CCOC(=O)C1CCN(CC(=O)Nc2cc(C)nn2-c2nc3ccccc3s2)CC1	22	14	4	8	12	-1	-1.2	55*	23

(next part)
SMILES	Mdm2-MdmX inh	Gli-Sufu block	CCR6 antag	697 NFkB inh	CXCR6 inh	UPR XBP1 act	CHOP UPR activ	EBI2 block	Jurkat NFkB inh
CCN(C(=O)CSc1nnc(-c2ccc(C)cc2)n1N)c1c(N)n(Cc2ccccc2)c(=O)[nH]c1=O	22	-6	3	3	-2	-3	1.4	-12	9
COc1ccc(-c2[nH]ncc2CN2C[C@@H]3CCC[C@H]2C3)c(F)c1	19	11	8	17	-8	-4	-1.3	-5	9
N#CC(C(=O)c1ccccc1Cl)=C1SCCCS1	12	-1	18	5	4	2	3.8	5	19
CCN(C(=O)CSc1nnc(COc2cccc(C)c2)o1)c1nc(C)cs1	19	-17	7	5	0	-5	0.7	-11	-10
O=C(CSc1nncs1)N1CCN(S(=O)(=O)c2ccccc2)CC1	4	9	1	-3	-6	-3	-2.4	-2	11
COc1ccc(/C=C(/NC(=O)c2ccccc2)C(=O)NC(Cc2c[nH]c3ccccc23)C(=O)O)cc1 (stereo not drawn)	21	2	10	2	0	-2	2.7	-5	3
O=C(NCc1ccco1)c1ccc(NS(=O)(=O)c2cccc([N+](=O)[O-])c2)cc1	-10	-5	6	16	1	-1	0.8	7	8
S=c1[nH]cc(Cc2ccccc2)s1	23	0	18	10	-6	-1	0.3	-12	-4
Cc1ccccc1C(=O)NC(=S)Nc1ccc2[nH]c(=O)[nH]c2c1	11	-8	14	5	9	2	-1.4	-2	-3
COc1ccccc1N(CC(=O)NCCSc1ccccn1)S(=O)(=O)c1ccccc1	-9	-19	14	19	3	-4	-0.2	5	14
CCOC(=O)/C(=C\C=C1/Sc2ccccc2N1CC)C(C)=O	/	1	22	/	7	/	/	-5	/
CNC(=O)c1ccc(-c2nc(-c3ccccc3)cs2)cc1	-9	-40	-1	-147	1	6	1.4	0	-51
O=C(CCSc1nc2ccccc2s1)N/N=C/c1c(O)ccc2ccccc12	82*	7	11	-18	-13	-3	-2.9	13	25
COC(OC)c1ccc(C#N)c(SCc2ccccc2)n1	9	5	16	5	8	0	-0.3	20	7
COc1cccc(-c2cc3nc4c(c(N5CCC6(CC5)OCCO6)n3n2)CCC4)c1	11	36	10	-26	5	12	0.9	2	-25
CCOc1ccc(CN2CCN(S(=O)(=O)c3ccc(NC(C)=O)cc3)CC2)cc1OC	5	-9	1	1	-6	-5	-1.7	-5	27
Cn1nccc1NC(=O)NC(=O)c1c(Cl)cccc1Cl	-5	-1	3	10	2	-2	0.6	-12	6
CCOC(=O)Cn1c(=NC(=O)c2cccs2)sc2cc(C(=O)OC)ccc21	-2	-14	-9	-55	10	11	3.8	-12	-19
NC(=O)COC(=O)C12CC3CC(CC(O)(C3)C1)C2	-24	-4	-1	-28	-7	2	-0.5	-13	-22
Cc1ccc(NC(=O)CCNS(=O)(=O)c2cc(Br)cnc2N)c(Cl)c1	-8	/	/	-24	/	-1	2.7	/	-12
O=C(CC1NCCc2ccccc21)Nc1cccc(Cl)c1 (stereo not drawn)	-5	-21	-5	-23	6	-1	3.7	15	-27
CC(=O)NC(Cc1cccc(F)c1)C(=O)NC1CCN(C(=O)c2cccc(C)c2)CC1 (stereo not drawn)	8	-9	5	10	-3	-1	0.9	-2	-3
CCn1c(SCC(=O)Nc2ccc3c(c2)OCCO3)nc2c(c1=O)SC(C)C2 (stereo not drawn)	19	24	0	-7	-5	-1	-0.8	-5	-18
CCNC(=O)C(=O)Nc1ccc(OC)c(Cl)c1	13	-8	9	10	-5	3	1.7	-3	2
S=c1[nH]nc(-c2cc(-c3ccccc3)n[nH]2)n1/N=C/c1c(Cl)cccc1Cl	4	-2	13	-21	5	3	3.7	44*	-15
COc1ccc(Nc2oc(COc3ccc(OC)cc3)nc2C#N)cc1	63*	24	14	-62	-6	3	-0.4	52*	7
CCOC(=O)C1CCN(c2c(N3CCN(Cc4ccccc4)CC3)c(=O)c2=O)CC1	9	6	-4	5	5	-2	1.7	-7	2
Cc1ccc(S(=O)(=O)N2CCN(Cc3cccc(C)c3O)CC2)cc1	-17	6	36	23	0	-5	-1.1	-10	-1
O=c1[nH]c2ccc(N=Cc3c(O)ccc4cc(Br)ccc34)cc2[nH]1	/	10	15	/	2	/	/	-7	/
C=CCNC(=O)NC(=O)COC(=O)c1nc2nccc(C)n2n1	4	-1	8	8	-1	0	3.1	-1	-1
Cc1ccc(S(=O)(=O)NC(C(=O)Oc2ccc3c(C(F)(F)F)cc(=O)oc3c2)c2ccccc2)cc1 (stereo not drawn)	16	4	-1	4	-4	0	1.0	-9	-9
CC1=C(/C=C/C(=O)O)C(C)(C)CCC1	1	2	-22	11	-9	-2	0.1	-3	3
CCOC(=O)c1sc(NC(=O)CSc2nc(C)cc(C)n2)c(C#N)c1C	19	-20	8	5	10	0	-0.9	4	-1
CC1CCc2sc(C(=O)N/N=C/C3CCCCC3)cc2C1 (stereo not drawn)	20	2	16	18	-10	3	0.4	-6	13
Cc1ccccc1CCN(C(=O)c1csnn1)C(C(=O)NC1CCCC1)c1ccncc1 (stereo not drawn)	-10	-10	6	1	1	1	0.2	3	9
Cc1ccc2oc(=O)c3cnn(CC(=O)N4CCc5ccccc5C4)c3c2c1	-7	-4	15	6	4	-2	2.5	47*	8
COc1cccc(N(C(=O)c2snc(C(N)=O)c2N)C(C(=O)NCC2CCCO2)c2cccs2)c1 (stereo not drawn)	-18	-3	2	10	4	2	1.4	7	0
Cn1ncc(Br)c1C(=O)O	-13	1	5	5	-2	0	0.7	-8	3
Cc1nc2ccc(S(=O)(=O)NC(C(=O)NCc3cccs3)C(C)C)cc2s1 (stereo not drawn)	33	1	0	7	3	0	0.2	-4	1
CCOC(=O)N1CCC(NS(=O)(=O)c2cc(Br)cc3c2N(C(=O)CC)CC3)CC1	18	4	-4	21	5	0	4.0	-10	3
COc1ccccc1/C=C/c1nc2ccc(OC(C)=O)cc2c(=O)o1	-9	-17	-6	24	-1	1	2.7	-1	1
C=CCN(c1ccccc1)S(=O)(=O)c1cc(C(=O)NC2=NCCS2)ccc1Cl	-10	5	8	-11	-6	-4	-1.5	1	-9
CCOc1ccc(CCNC(=O)CN2CCN(Cc3ccc(F)cc3)C2=O)cc1OCC	-25	-7	-10	-48	0	-4	1.0	2	-28
CN(C)CCc1cc2c(c3c1ccc1ccccc13)OCO2	37	-1	-13	18	-15	-5	2.1	-11	-22
CCOC(=O)[C@@H]1CSCCS(=O)(=O)N1	/	-5	1	/	3	/	/	1	/
CS(=O)(=O)N(CC(=O)Nc1ccc(Br)cc1)C1CCCCC1	-3	2	4	-20	4	-7	1.0	-6	16
Cc1ccc(-n2c(SCC(=O)OC(C)C)nnc2-c2cnccn2)cc1	-23	3	-26	-6	4	-1	-2.2	0	-18
O=C1N=c2ccccc2=C1c1c(O)n(-c2cccc(F)c2)[nH]c1=O	/	8	16	/	-1	/	/	0	/

Some of these compounds in order of their number in Mdm2-MdmX inh, high to low:
structure	Mdm2-MdmX inh	CCR6 antag	697 NFkB inh	CXCR6 inh	UPR XBP1 act	EBI2 block	Jurkat NFkB inh
CN(C)CCc1cc2c(c3c1ccc1ccccc13)OCO2	37	-13	18	-15	-5	-11	-22
CS(=O)(=O)N(CC(=O)Nc1ccc(Br)cc1)C1CCCCC1	-3	4	-20	4	-7	-6	16
C=CCN(c1ccccc1)S(=O)(=O)c1cc(C(=O)NC2=NCCS2)ccc1Cl	-10	8	-11	-6	-4	1	-9
